# ASK1 inh = ASK1 kinase inhibitors, primary screen, biochemical, AlphaScreen. 0.99% of 22,000 active. AlphaScreen MKK6 phosphorylation by ASK1, luminescence. AID 1159602, 2016. inhibition, % at 7.44 µM. Mitogen-activated protein kinase kinase kinase 5 (Homo sapiens), Q99683; in the data active means inhibition above about 35%;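 further: 0% = median of compound wells and 100% = no enzyme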
# ULK1 inh = ULK1 kinase inhibitors, primary screen, biochemical, AlphaScreen. Serine/threonine-protein kinase ULK1 (Homo sapiens), O75385. inhibition, % at 5.96 µM. 1.9% of 30,000 active. AID 1259251, 2017. AlphaScreen Atg13 phosphorylation by ULK1, luminescence; in the data active means inhibition above about 43%;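 further: 0% = median of compound wells and 100% = no enzyme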
# Target sequence (O75385 whole entry, looked up): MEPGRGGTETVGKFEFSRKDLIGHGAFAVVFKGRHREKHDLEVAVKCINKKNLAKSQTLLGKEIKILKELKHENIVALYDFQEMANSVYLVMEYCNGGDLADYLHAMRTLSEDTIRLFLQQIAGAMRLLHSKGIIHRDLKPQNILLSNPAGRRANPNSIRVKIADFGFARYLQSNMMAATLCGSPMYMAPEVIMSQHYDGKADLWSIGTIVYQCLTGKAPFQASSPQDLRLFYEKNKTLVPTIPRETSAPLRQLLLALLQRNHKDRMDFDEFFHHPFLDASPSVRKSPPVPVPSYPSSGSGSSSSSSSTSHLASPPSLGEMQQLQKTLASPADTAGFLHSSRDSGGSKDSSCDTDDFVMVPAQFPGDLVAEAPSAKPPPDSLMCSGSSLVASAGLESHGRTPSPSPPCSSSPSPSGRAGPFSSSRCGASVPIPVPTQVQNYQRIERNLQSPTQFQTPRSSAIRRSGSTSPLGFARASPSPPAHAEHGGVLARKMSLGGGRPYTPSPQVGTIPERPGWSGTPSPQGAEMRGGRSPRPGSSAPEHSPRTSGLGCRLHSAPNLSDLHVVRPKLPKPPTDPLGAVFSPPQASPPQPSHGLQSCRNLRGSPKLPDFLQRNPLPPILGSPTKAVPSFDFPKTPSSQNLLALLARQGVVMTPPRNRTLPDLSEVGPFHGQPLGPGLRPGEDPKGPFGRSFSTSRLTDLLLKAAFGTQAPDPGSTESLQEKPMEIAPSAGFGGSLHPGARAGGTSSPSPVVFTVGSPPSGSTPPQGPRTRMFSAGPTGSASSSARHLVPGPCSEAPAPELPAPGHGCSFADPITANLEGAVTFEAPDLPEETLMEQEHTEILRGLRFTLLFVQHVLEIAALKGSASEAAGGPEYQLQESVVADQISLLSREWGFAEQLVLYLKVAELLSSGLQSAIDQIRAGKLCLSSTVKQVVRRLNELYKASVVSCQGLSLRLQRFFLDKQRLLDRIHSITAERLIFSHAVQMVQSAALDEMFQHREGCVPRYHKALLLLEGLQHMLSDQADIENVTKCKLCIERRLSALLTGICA
# Numbers without * were called inactive; . = not tested or not shown; & = joins results of further samples.
SMILES,ASK1 inh,ULK1 inh
c1ccc(CNc2nc(N3CCc4ccccc4C3)nc3nc[nH]c23)cc1,-0.1,-9.6
O=C(NCCCN1CCCC1=O)c1csc(NC2CCN(Cc3ccccc3)CC2)n1,-7.5,0.7
Cc1cnc(Nc2nc3ccccc3n2C)nc1NCc1cccc(C(F)(F)F)c1,-25.8,1.6
CCN(CC)C(=O)C1CCCN(c2cccc(C(=O)NCc3ccccc3)c2)C1 (stereo unspecified),3.1,-4.4
COc1ccc(Nc2ncc(-c3ccc(C)cc3)cn2)cc1,.,-7.0
CN(C)CCN(C)c1nc(C2COc3ccc(C(N)=O)cc3C2)nc2ccc(-c3cn[nH]c3)cc12 (stereo unspecified),-6.0,12.3
Cc1cc(NCCCN2CCCC2=O)nc(NCCCN2CCCC2=O)n1,-12.3,13.3
CCCNCC(O)COc1ccccc1C(=O)CCc1ccccc1 (stereo unspecified),.,-4.2
Cc1cccc(OCC(=O)N/N=C\c2ccccc2OCC(=O)O)c1C,.,-8.0
COc1nc(NCCOc2ccccc2)nc(-c2c(C)noc2C)n1,-12.5,10.0
COc1cc(Nc2nccc(N)n2)cc(OC)c1OC,-6.6,9.7
COc1ccc(-c2nc(C(=O)NCc3cccc(C(F)(F)F)c3)cs2)cn1,-0.1,7.2
CN1CCN(CCCN2c3ccccc3Sc3ccc(Cl)cc32)CC1,.,-2.1
CC(=O)c1cccc(-c2nc(NCCN3CCOCC3)c3ncn(C4CCCCC4)c3n2)c1,-0.1,-29.6
CCCNc1nc(Nc2cc(OC)c(OC)c(OC)c2)nc2c1ncn2CCN1CCCC1=O,6.4,0.1
O=C(NC1CC1)c1csc(Oc2ccccc2)n1,-7.8,3.3
CNC(=O)c1cncnc1Nc1cc(NC(=O)Cc2ccc(OC)cc2)ncc1C(F)(F)F,26.1,14.7
COc1cc(Nc2nc(C)cc(NCc3cccc(C(F)(F)F)c3)n2)cc(OC)c1OC,9.0,-13.0
CCOC(=O)/C(C#N)=C\C1=C(N2CCCC2)CC(C)(C)OC1,.,-5.3
Clc1nccc(NC2CC2)n1,2.5,-15.4
CCOC(=O)c1ccc(-n2cc(-c3ccccc3)c(-c3ccnc(Nc4ccc(-n5nc(C)nc5C)cc4)c3)n2)cc1,11.7,-15.1
Cc1c[nH]c2ncnc(-c3ccc(NC(=O)Nc4ccccc4)cc3)c12,39.2*,-4.2
O=C(Cc1cn(-c2ccc(N3CCN(c4ccccn4)CC3)nn2)c2ccccc12)NCCCN1CCCC1=O,-8.5,17.9
C[N+](C)(C)CC(=O)O,.,1.5
c1ccc2c(-c3nc(Nc4ccc(N5CCOCC5)cc4)c4ncn(-c5ccsc5)c4n3)csc2c1,24.4,-6.5
CNCC[C@@H](Oc1ccccc1C)c1ccccc1,.,2.5
COc1ccc(-c2cccc(C(=O)Nc3ccc(NC(C)=O)cc3)c2)cc1,-17.3,-9.9
O=C(NCCN1CCOCC1)c1cccc(N2CCC(N3CCOCC3)CC2)n1,-9.6,1.0
CC(C)n1cnc2c(NCc3ccccc3)nc(-c3ccc(C(=O)NC4CC4)cc3)nc21,-15.6,5.5
O=C(O)c1ccccc1O,.,-11.1
COc1cc(OC)nc(Oc2ccccc2C(=O)N[C@@H](C)C(N)=O)n1,.,6.3
CCCNC(=O)c1ccc(-c2c(C)noc2C)s1,3.4,4.9
CC(C)n1cnc2c(NCCN3CCOCC3)nc(Nc3ccc4ncccc4c3)nc21,6.6,21.2
CN1CCN(CCNC(=O)c2cncc(-n3ncc4cc(Nc5c(Cl)cccc5Cl)ccc43)c2)CC1,-14.2,7.3
CC(C)N(CCNc1cc(-c2cccs2)nc(N)n1)C(C)C,-9.8,6.3
NS(=O)(=O)c1cc2c(cc1Cl)NC(C1CC3C=CC1C3)NS2(=O)=O (stereo unspecified),.,-11.7
CC(=O)Nc1ccc(NC(=O)c2csc(NCc3cccnc3)n2)cc1,5.7,29.1
COc1ccc(-c2cccc3cnc(Nc4ccc(-n5cnc(-c6ccc(C)nc6)n5)cc4)nc23)cc1F,-3.3,-10.7
NCC1CC(=O)N(Cc2ccccc2)C1 (stereo unspecified),.,-12.0
O=C(NC1CCN(Cc2ccccc2)CC1)c1csc(Nc2ccccn2)n1,-20.4,14.6
CCOC(=O)C(NC(=O)c1cccc([N+](=O)[O-])c1)C(C)C (stereo unspecified),.,-12.4
Cc1cnc(-c2ccc(N3CCOCC3)nc2)nc1NC1CC1,0.8,-23.6
CN1CCN(c2cc(-c3ccccc3)nc(-c3ccncc3)n2)CC1,.,-3.3
Cn1nccc1Nc1cc(C(=O)NC2CC2)ccn1,-0.9,6.2
CC(C)(C)OC(=O)N1CCC(Nc2cc(Nc3ccccc3C(N)=O)ccn2)CC1,0.9,0.6
COc1ccccc1Oc1c(NS(=O)(=O)c2ccc(C(C)(C)C)cc2)nc(-c2ncccn2)nc1OCCO,.,6.4
c1ccc(-c2cc(NCCCN3CCOCC3)ncn2)cc1,-21.0,-6.2
O=C(O)C1CCCN(Cc2ccncc2)C1 (stereo unspecified),.,5.7
COc1ccc2c(c1)CC(c1nc(Nc3ccncc3)c3ccccc3n1)CO2 (stereo unspecified),6.4,16.8
COc1cccc(CCC(=O)Nc2ccc(-c3cn[nH]c3)cc2OC2CCN(C)CC2)c1,-20.5,-16.5
CC(C)N(CCNc1cc(N2CCc3ccccc3C2)nc(N)n1)C(C)C,-1.0,-12.9
COc1ccc(C(O)C(=O)N2CCC[C@H]2C(=O)Nc2ccc3[nH]ncc3c2)cc1 (stereo partly specified),3.5&-8.2,6.0&11.2
O=C(NCCOc1ccccc1)C1CCN(c2ccc(Nc3ccc(N4CCOCC4)cc3)nn2)CC1,-2.1,4.7
Fc1cc(NC(=S)C2COc3ccccc3O2)ccc1-c1cn[nH]c1 (stereo unspecified),4.1,9.0
CC(C)N(CCNC(=O)c1cnc(-c2ccc(C(N)=O)cc2)s1)C(C)C,-3.4,-5.4
c1ccc(Nc2nccc(Nc3ccc(N4CCOCC4)cc3)n2)nc1,-8.2,5.7
c1ccc(-n2cnc3c(NC4CC4)nc(Nc4ccncc4)nc32)cc1,-14.3,6.6
Cn1c(Nc2nc(NCc3cccc(C(F)(F)F)c3)c3ncn(Cc4ccc(C(F)(F)F)cc4)c3n2)nc2ccccc21,-2.8,-9.4
O=C(NCc1nc2ccccc2[nH]1)C1CCN(c2ccc(NC3CCN(Cc4ccccc4)CC3)nn2)CC1,5.8,5.4
CCCNC(=O)c1csc(-c2cccs2)n1,9.9,22.7
# Further compounds follow.
SMILES,ASK1 inh,ULK1 inh
COc1ccc(CCNc2nc(Nc3ccccc3)nc3c2ncn3-c2ccsc2)cc1,27.4,-12.7
OC[C@H]1O[C@@H](O[C@H]2[C@H](O)[C@@H](O)[C@@H](O)O[C@@H]2CO)[C@H](O)[C@@H](O)[C@@H]1O,.,11.9
Cc1cncc2cccc(NC3CCN(C(=O)[C@H](C)O)C3)c12 (stereo partly specified),-6.1,4.8
O=C(NCCCN1CCCC1=O)c1ccnc(Nc2cnccn2)c1,-10.9,9.9
CCn1c(C)[n+](CCC(C)S(=O)(=O)O)c2cc(Cl)c(Cl)cc21 (stereo unspecified),.,-0.7
CC(C)n1c2c(=O)n(C)c(=O)n(C)c2n2c(-c3ccc(Br)cc3)nnc12,.,6.2
c1cc(-n2cnc3c(NCCN4CCOCC4)nc(-c4ccc(N5CCOCC5)nc4)nc32)cs1,-22.1,0.8
CN1CCN(C(=O)c2ccc(-c3nc(N)c4ncn(CCN5CCCC5=O)c4n3)cc2)CC1,-5.6,3.2
N#CCN(CC#N)C(=O)c1cccc(I)c1,.,3.8
CCCNC(=O)c1ccnc(-c2cccc(N)c2)c1,-8.2,-7.6
CCCc1ncc(C[n+]2ccccc2C)c(N)n1,.,-8.5
N[C@H](Cc1ccc(Br)cc1)C(=O)N1CCC(NC(=O)Nc2ccncc2)CC1,-6.1,5.4
COc1ccc(CCNC(=O)c2ccnc(-c3ccc(C(=O)NC4CC4)cc3)c2)cc1,-2.6,-4.8
c1ccc(-c2nc(NCCN3CCOCC3)c3ncn(-c4ccsc4)c3n2)cc1,1.8,-0.2
c1ccc(Nc2nc(Nc3ccc4ncccc4c3)nc3c2ncn3-c2ccccc2)cc1,-11.4,-0.5

# In another format: entries from further up
compound | ASK1 inh | ULK1 inh
O=C(NCc1nc2ccccc2[nH]1)C1CCN(c2ccc(NC3CCN(Cc4ccccc4)CC3)nn2)CC1 | 5.8 | 5.4
CCCNC(=O)c1csc(-c2cccs2)n1 | 9.9 | 22.7
COc1ccc(CCNc2nc(Nc3ccccc3)nc3c2ncn3-c2ccsc2)cc1 | 27.4 | -12.7
OC[C@H]1O[C@@H](O[C@H]2[C@H](O)[C@@H](O)[C@@H](O)O[C@@H]2CO)[C@H](O)[C@@H](O)[C@@H]1O | . | 11.9
Cc1cncc2cccc(NC3CCN(C(=O)[C@H](C)O)C3)c12 (stereo partly specified) | -6.1 | 4.8
O=C(NCCCN1CCCC1=O)c1ccnc(Nc2cnccn2)c1 | -10.9 | 9.9
CCn1c(C)[n+](CCC(C)S(=O)(=O)O)c2cc(Cl)c(Cl)cc21 (stereo unspecified) | . | -0.7
CC(C)n1c2c(=O)n(C)c(=O)n(C)c2n2c(-c3ccc(Br)cc3)nnc12 | . | 6.2
c1cc(-n2cnc3c(NCCN4CCOCC4)nc(-c4ccc(N5CCOCC5)nc4)nc32)cs1 | -22.1 | 0.8
CN1CCN(C(=O)c2ccc(-c3nc(N)c4ncn(CCN5CCCC5=O)c4n3)cc2)CC1 | -5.6 | 3.2
N#CCN(CC#N)C(=O)c1cccc(I)c1 | . | 3.8
CCCNC(=O)c1ccnc(-c2cccc(N)c2)c1 | -8.2 | -7.6
CCCc1ncc(C[n+]2ccccc2C)c(N)n1 | . | -8.5
N[C@H](Cc1ccc(Br)cc1)C(=O)N1CCC(NC(=O)Nc2ccncc2)CC1 | -6.1 | 5.4
COc1ccc(CCNC(=O)c2ccnc(-c3ccc(C(=O)NC4CC4)cc3)c2)cc1 | -2.6 | -4.8
c1ccc(-c2nc(NCCN3CCOCC3)c3ncn(-c4ccsc4)c3n2)cc1 | 1.8 | -0.2
c1ccc(Nc2nc(Nc3ccc4ncccc4c3)nc3c2ncn3-c2ccccc2)cc1 | -11.4 | -0.5

# Other structures
SMILES,ASK1 inh,ULK1 inh
COc1ccc2c3c(c(=O)oc2c1)CN(C(=O)Cc1ccccc1)CC3,.,12.2
CC1(O)CCC(C(C)(C)O)CC1 (stereo unspecified),.,16.9
O=C(NC1CC1)c1ccc(-c2nc(NCCc3ccc(O)cc3)c3ncn(-c4ccccc4)c3n2)cc1,-5.0,-21.2
NC(=O)c1ccc2c(N)nn(-c3ccc(F)cc3)c2c1,-17.2,-22.2
CCCNc1nc(Nc2ccc(C(F)(F)F)cc2)nc(N(CC)CC)n1,4.1,-1.5
C[C@]12CCC(=O)C[C@@H]1CC[C@@H]1[C@@H]2CC[C@]2(C)C=CC[C@@H]12,.,6.9
CC(=O)c1cccc(-c2ncc(C(=O)NCc3nc4ccccc4[nH]3)s2)c1,-13.6,-4.9
O=C(Nc1ccc2cn[nH]c2c1)c1n[nH]c2ccc(Br)cc12,9.1,-8.1
CCN(CC)C(=O)C1CCCN(c2nc(NCc3ccccc3)c3ncn(CCN4CCCC4=O)c3n2)C1 (stereo unspecified),-3.5,0.7
Cc1cc(NCCN2CCOCC2)nc(Nc2nccc3ccccc23)n1,-8.8,-0.5
CC(C)(C)OC(=O)NCC(=O)N1CCC(C(=O)Nc2ccc3[nH]ncc3c2)C1 (stereo unspecified),-5.3,0.7
Nc1cccc(-c2nc3ncnc(NCc4ccccc4)c3[nH]2)c1,4.4,3.5
CC(C)C[C@H](O)C(=O)N1CCC(C(=O)Nc2ccc3[nH]ncc3c2)C1 (stereo partly specified),5.2,3.6
COCCNc1ncc(-c2ccc(F)cc2)cn1,.,10.9
COc1cc(-c2cn[nH]c2)ccc1C(=O)NC1COc2ccccc2C1 (stereo unspecified),1.7,-6.7
CCOc1ccc(/C=C(\C#N)C(=O)NCCOC)c2ccccc12,.,2.7
O=C(NC1CC1)c1cnc(Nc2cccnc2)s1,-8.9,5.6
O=C(NC1CCN(Cc2ccccc2)CC1)c1csc(N2CCN(c3ccccn3)CC2)n1,-1.1,1.8
COc1cc(NC(=O)c2cccc(-n3cc(Nc4ccccc4-c4ccccc4)cn3)c2)ccc1N1CCOCC1,8.1,6.7
c1ccc2c(Nc3nc(NCCN4CCOCC4)c4ncn(C5CCCCC5)c4n3)nccc2c1,-3.1,5.7
O=C(NCCCN1CCCC1=O)c1csc(-c2cccs2)n1,1.3,7.5
Cc1cnc(N2CCN(c3ccccn3)CC2)nc1Nc1ccc(N2CCOCC2)cc1,2.3,20.7
c1ccc2c(Nc3nc(Nc4ccc5c(c4)OCO5)c4ncn(-c5ccsc5)c4n3)nccc2c1,9.6,7.8
O=C(Nc1ccc(-c2cn[nH]c2)cc1)N(CCO)Cc1ccccc1,-12.5,-0.3
CCN(C(=O)Nc1ccccc1Cl)c1cnn(-c2cccc(C(=O)Nc3cc(OC)c(OC)c(OC)c3)c2)c1,-2.0,-14.7
CCCN(CCC)S(=O)(=O)c1ccc(C(=O)O)cc1,.,-10.1
Cc1ccc(C(=O)NC(=S)NNC(=O)COc2ccccc2C)cc1,.,-2.3
Oc1ccc(Br)cc1/C=N/N/C(=N/c1ccccn1)c1ccccn1,.,-2.4
COc1cc(N)c(Cl)cc1C(=O)N1CCN(Cc2ccc3c(c2)OCO3)CC1,.,-1.3
CC(=O)c1ccc2c(c1)CC(c1nc3ccc(-c4ccnc(N)n4)cc3[nH]1)CO2 (stereo unspecified),18.1,-0.7
OCCNc1nc(N2CCc3ccccc3C2)nc2c1ncn2Cc1ccc(C(F)(F)F)cc1,-8.3,-36.0
COc1ccc(CCNC(=O)c2ccc3nc(N4CCC(N5CCOCC5)CC4)sc3c2)cc1,-3.3,-1.5
Cc1ccc(NCc2ccncc2)c(Br)c1,.,0.9
CCn1c(=O)[nH]c2ncnc(-c3ccc(NC(=O)Nc4cccc(C(=O)NC(C)C)c4)cc3)c21,-33.4,21.9
COc1ccc(-c2cncc(-c3cc(N4CCC5(CC4)OCCO5)nc(C)n3)c2)cc1,.,-2.0
